Screens from PubChem.
KOR beta-arrestin-1: kappa opioid receptor blockers – cell-based, luminescence, uHTS (AID 1778); KOR beta-arrestin recruitment, luminescence, antagonist mode; higher % means a stronger effect; one-dose inhibition, % at 10 µM; IC50 in µM for titrated hits; 0.091% of 290,000 active; in the data active = inhibition above about 50%; note: strong numbers were not always called active
KOR beta-arrestin-2: KOR agonists, beta-arrestin recruitment, primary screen, cell-based, luminescence, uHTS (AID 1777) | KOR beta-arrestin recruitment, luminescence; higher % means a stronger effect | activation, % at 10 µM, or EC50 in µM where a hit was titrated | 0.02% of 280,000 active; in the data active = activation above about 50%, passing the limit was not always enough; note: a part of the inactive calls stands beside numbers as strong as those of hits
NTR1 agonist: NTR1-driven beta-arrestin-GFP spot formation – imaging, U2OS cells, high content, primary screen (AID 493036); P30989; agonist mode; activation, % at 20 µM; 0.17% of 330,000 active;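 active = activation at or above 40% of the spot to cytoplasm intensity ratio, with at least 20 cells analyzed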;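 note: 0% = DMSO without peptide and 100% = 100 nM NTR1 peptide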
Target sequence (P30989 whole entry, looked up): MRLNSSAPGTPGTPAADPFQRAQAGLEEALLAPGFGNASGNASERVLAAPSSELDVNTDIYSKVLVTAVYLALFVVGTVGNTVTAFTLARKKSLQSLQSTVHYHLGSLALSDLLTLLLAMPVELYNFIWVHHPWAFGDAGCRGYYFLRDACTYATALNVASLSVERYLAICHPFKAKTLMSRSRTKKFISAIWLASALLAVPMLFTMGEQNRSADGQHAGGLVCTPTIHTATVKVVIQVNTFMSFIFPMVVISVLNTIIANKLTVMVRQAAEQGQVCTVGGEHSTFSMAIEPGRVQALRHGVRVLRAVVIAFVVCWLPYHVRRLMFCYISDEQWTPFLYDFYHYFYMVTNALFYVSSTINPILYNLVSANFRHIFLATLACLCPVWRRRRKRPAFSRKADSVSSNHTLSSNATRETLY
NOD1 inhibition: inhibition of NOD1-driven NF-kB reporter – cell-based, luminescence, uHTS, primary screen (AID 1578) | NOD1-driven NF-kB luciferase reporter cells, luminescence; higher % means a stronger effect | one-dose inhibition, % at 4 µM; EC50 in µM for titrated hits | 1% of 290,000 active; in the data active = inhibition mostly above about 36%, no sharp cut-off; inactive = mostly below about 34%;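 note: HEK-293T reporter cells stimulated with the NOD1 agonist gamma-tri-DAP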
GPR35 antagonists: inhibition of zaprinast-stimulated GPR35 beta-arrestin translocation – imaging, U2OS, beta-arrestin-GFP, zaprinast agonist, primary screen (AID 2058). U2OS GPR35 beta-arrestin-GFP translocation imaging, zaprinast antagonism; higher % means a stronger effect. one-dose inhibition, % at 10 µM; IC50 in µM for titrated hits. 0.052% of 290,000 active;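 active = inhibition of at least 50% with at least 30 cells and total cytoplasm GFP at most 10,000,000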
GPR55 antagonists: GPR55 antagonists blocking LPI-driven arrestin recruitment, primary screen, imaging, U2OS, beta-arrestin-GFP, LPI agonist (AID 2013); U2OS GPR55 beta-arrestin-GFP translocation imaging, LPI antagonism; higher % means a stronger effect; inhibition, % at 10 µM, or IC50 in µM where a hit was titrated; 0.13% of 290,000 active;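 active = spots per cell inhibited over 60%, with over 100 cells counted and total cytoplasm intensity under 500,000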;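 note: U2OS cells stably carrying GPR55 and arrestin-GFP stimulated by 5 µM LPI near EC80; imaged beta-arrestin-GFP aggregate spots per cell after agonist stimulation; plate controls were LPI-stimulated DMSO wells for no effect and DMSO wells without LPI for full effect; some results filed as inactive read as strong as hits; confirmed hits need IC50 under 10 µM and bright autofluorescent wells are also inconclusive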
Rac1 GTP hydrolysis: MgcRacGAP GTPase-activating activity inhibitors, confirmation, biochemical, ADP Hunter fluorescence; MgcRacGAP-stimulated Rac1 GTP hydrolysis, ADP Hunter fluorescence; higher % means a stronger effect; GST-tagged Rac1 F28L mutant substrate; one-dose inhibition, % at 30 µM; IC50 in µM for titrated hits; 0.6% of 340,000 active;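 active = first-screen hits whose inhibition reached a set limit at any dose in the follow-up dose series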;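 note: fluorescence reports GDP produced by GAP-driven GTP hydrolysis; strong numbers were not always called active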
UTI89 phage lysis: protection from phage-mediated lysis, alamar blue read-out – E. coli UTI89, K1F phage, bacterial capsule biogenesis inhibitors (AID 488966); 0.02% of 340,000 active; one-dose inhibition, % at 100 µM; IC50 in µM for titrated hits; E. coli UTI89 K1F phage lysis, alamar blue, 2 h; higher % means a stronger effect;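 active = phage lysis inhibition, versus mean bacterial control, above a set limit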;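 note: capsule biogenesis inhibitors block K1F phage lysis so surviving cells raise fluorescence; higher fluorescence means more inhibition of phage lysis; actives were called in the ten point dose series up to 300 µM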
GPR55 beta-arrestin: GPR55 agonists via beta-arrestin recruitment, primary screen, imaging, U2OS cells, beta-arrestin-GFP redistribution (AID 1961). U2OS GPR55 beta-arrestin-GFP redistribution imaging; higher % means a stronger effect. activation, % at 10 µM, or EC50 in µM where a hit was titrated. 0.048% of 290,000 active;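 active = activation above 40% with more than 50 cells counted in the well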;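 note: U2OS osteosarcoma cells stably expressing GPR55 and beta-arrestin-GFP; plate controls were DMSO negative control for no effect and LPI positive control for full effect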
NTR1 agonist cell count 20 µM: further read-out of NTR1 agonist, marked with its call; cell count; measured here: cell count, cytotoxicity flag
Starred values were filed as active, the others as inactive; nt = no result given; [ ] = dose if it differs, or a comment. Some of the compounds tested (hit frequency here may not be typical).

1	O=C(Nc1ccccc1-c1nc2ccccc2[nH]1)c1sc2ccccc2c1Cl
2	CCCOc1ccccc1C1NC(=O)NC(C)=C1C(=O)OCCOCC (stereo not given)
3	CCOc1ccc(NC(=O)c2ccccc2C(=O)c2ccccc2)cc1OCC
4	Cc1c(-n2c(-c3ccccc3)nc3ccccc3c2=O)c(=O)n(-c2ccccc2)n1C
5	COCc1[nH]nc2c1C(c1cccc(OC)c1)C(C#N)=C(N)O2 (stereo not given)
6	O=C(CCc1nc2ccccc2[nH]1)Nc1ccc2c(c1)OCCO2
entry no.,1,2,3,4,5,6
KOR beta-arrestin-1,12%,18%,-48%[20 µM],7%[20 µM],-35%,-30%
KOR beta-arrestin-2,-4.0%,1.4%,6.4%,-4.5%,-4.9%,2.3%
NTR1 agonist,17,-0.7,1.6,-1.0,0.2,-3.3
NTR1 agonist cell count 20 µM,56,40,64,62,60,51
NOD1 inhibition,-56%,0%,-26%,-5%,5%,32%
GPR35 antagonists,nt,5%,-7%,23%,10%,-10%
GPR55 antagonists,10%,-3%,3%,7%,-1%,6%
Rac1 GTP hydrolysis,nt,10%,4%,4%,-7%,-3%
UTI89 phage lysis,nt,1.3%,0.4%,0.3%,3.6%,-7.1%
GPR55 beta-arrestin,0.1%,0.6%,-0.1%,0.2%,0.2%,-0.2%

Look-ups from the entries so far.
Under NTR1 agonist, `O=C(CCc1nc2ccccc2[nH]1)Nc1ccc2c(c1)OCCO2` has the entry -3.3
Under KOR beta-arrestin-1, `O=C(Nc1ccccc1-c1nc2ccccc2[nH]1)c1sc2ccccc2c1Cl` has the entry 12%
Under NTR1 agonist, `COCc1[nH]nc2c1C(c1cccc(OC)c1)C(C#N)=C(N)O2` (stereo not given) has the entry 0.2
Under KOR beta-arrestin-2, `CCOc1ccc(NC(=O)c2ccccc2C(=O)c2ccccc2)cc1OCC` has the entry 6.4%
Under UTI89 phage lysis, `CCCOc1ccccc1C1NC(=O)NC(C)=C1C(=O)OCCOCC` (stereo not given) has the entry 1.3%
Under NTR1 agonist, `Cc1c(-n2c(-c3ccccc3)nc3ccccc3c2=O)c(=O)n(-c2ccccc2)n1C` has the entry -1.0

Additional entries.
7	CC(C)OC(=O)c1sc2nc3c(cc2c1N)C(=O)CCC3
8	CCCN1CCN(C(=O)CCS(=O)(=O)c2cc3c(cc2Cl)NC(=O)CO3)CC1
9	CC1=Nc2ccccc2N=C(NC(=O)CN2CCN(c3ccc(F)cc3)CC2)C1c1ccccc1 (stereo not given)
10	O=c1[nH]c2c(oc3ccccc32)c(=O)n1Cc1ccccc1
11	CC1=C(C(N)=O)C(c2ccccc2)n2nc(-c3cccc(C)c3)nc2N1 (stereo not given)
12	CCC(C(=O)N1CCOCC1)n1c(C(=O)OC)cc2occc21 (stereo not given)
entry no.,7,8,9,10,11,12
KOR beta-arrestin-1,38%,15%[20 µM],6%,40%,34%,-11%
KOR beta-arrestin-2,4.4%,0.4%,8.4%,2.4%,-3.7%,-2.7%
NTR1 agonist,-0.3,-0.9,8.7,-0.8,0.9,-0.7
NTR1 agonist cell count 20 µM,79,61,53,39,67,68
NOD1 inhibition,-29%,-8%,-6%,-4%,2%,nt
GPR35 antagonists,-6%,-2%,-15%,-10%,10%,23%
GPR55 antagonists,1%,-1%,0%,2%,2%,7%
Rac1 GTP hydrolysis,14%,0%,nt,nt,-1%,11%
UTI89 phage lysis,7.4%,-0.7%,nt,2.2%[50 µM],-0.7%,-0.3%
GPR55 beta-arrestin,-0.1%,-0.1%,-0.3%,-0.2%,-0.1%,-0.3%

13	Cc1cc(NCCO)nc(N2CCOCC2)n1
14	Cn1c(=O)c(C(=O)NNC(=O)c2ccccc2F)c(O)c2ccccc21
15	COc1cc(/C=C2\C(=O)N(CCC#N)N=C2C)ccc1OCC(=O)Nc1ccccc1
16	CC(=O)CC(C)(C)S(=O)(=O)c1ccc(NC(C)=O)cc1
17	CC(NC(=O)c1cc(COc2ccccc2)on1)c1nccs1 (stereo not given)
18	O=C(NCCN1C(=O)S/C(=C/c2cccnc2)C1=O)C1CC(=O)N(Cc2ccccc2)C1 (stereo not given)
entry no.,13,14,15,16,17,18
KOR beta-arrestin-1,-57%,-17%,11%,10%,-24%,16%
KOR beta-arrestin-2,1.1%,1.6%,2.1%,10%,8.9%,-1.7%
NTR1 agonist,-1.1,1.3,0.6,0.4,-0.6,-0.7
NTR1 agonist cell count 20 µM,64,46,62,55,76,47
NOD1 inhibition,0%,-35%,-21%,-28%,-84%,10%
GPR35 antagonists,16%,-13%,2%,-17%,-1%,-2%
GPR55 antagonists,-1%,7%,20%,4%,6%,6%
Rac1 GTP hydrolysis,5%,6%,144µM*,5%,4%,9%
UTI89 phage lysis,0.1%,-0.9%,2.3%[50 µM],0.5%,-0.2%,-0.8%
GPR55 beta-arrestin,-0.3%,-0.2%,-0.3%,0.5%,-0.2%,0.7%

19	Cc1ccc(/C=N/NC(=O)Cn2cnc3ccccc32)cc1
20	CCc1cc(=O)oc2cc(OCC(=O)N3CC[C@@]4(O)CCCC[C@H]4C3)ccc12
21	Cc1ccc(NC(=O)COC(=O)c2cccnc2)cc1
22	CC1CCc2ccccc2N1C(=N)N(C)C (stereo not given)
23	CCCCCCc1ccc(-c2ncc(N)cn2)cc1
24	COc1cc(S(=O)(=O)n2cnc(C)c2)ccc1Br
entry no.,19,20,21,22,23,24
KOR beta-arrestin-1,nt,3%[20 µM],-4%,-30%[20 µM],-37%,-2%
KOR beta-arrestin-2,nt,-5.4%,-2.0%,0.2%,-8.8%,2.3%
NTR1 agonist,0.1,-2.6,0.2,0.3,7.3,0.3
NTR1 agonist cell count 20 µM,46,84,65,58,50,59
NOD1 inhibition,-19%,-2%,-31%,-12%,-37%,nt
GPR35 antagonists,-1%,12%,3%,-10%,9%,0%
GPR55 antagonists,14%,1%,3%,0%,24%,-14%
Rac1 GTP hydrolysis,4%,-2%,3%,5%,5%,-4%
UTI89 phage lysis,3.0%,0.7%,0.3%,0.3%,1.1%,0.0%
GPR55 beta-arrestin,0.2%,-0.2%,1.0%,-0.1%,-0.1%,-0.2%

25	CN(C)CCCN(C(=O)c1cc2ccccc2oc1=O)c1nc2ccc(F)cc2s1
26	COc1cccc(OC)c1C(=O)OCC(=O)NCC(C)C
27	CCCn1nnnc1NCc1ccccc1OCc1ccc(F)cc1
28	CC(=O)c1c(C)oc2ccc(N(C(C)=O)S(=O)(=O)c3cccc([N+](=O)[O-])c3)cc12
29	CC1CN(c2nc(-c3ccccc3)nc3ccccc23)CC(C)O1 (stereo not given)
30	O=C(COc1ccccc1)NCC(=O)N1CCCC1
entry no.,25,26,27,28,29,30
KOR beta-arrestin-1,22%,-4%,24%,-9%,-5%,-19%
KOR beta-arrestin-2,1.6%,-3.8%,-5.2%,-8.3%,-3.4%,-2.8%
NTR1 agonist,1.2,0.9,-0.3,0.3,2.2,-0.4
NTR1 agonist cell count 20 µM,55,50,54,87,66,44
NOD1 inhibition,-34%,-20%,-18%,32%,2%,-26%
GPR35 antagonists,12%,6%,1%,-6%,10%,-7%
GPR55 antagonists,9%,8%,19%,3%,-1%,-15%
Rac1 GTP hydrolysis,5%,3%,-1%,1%,4%,3%
UTI89 phage lysis,0.5%,-0.4%,1.5%,1.0%,0.9%,0.3%
GPR55 beta-arrestin,-0.5%,-0.6%,-0.2%,1.3%,-0.1%,-0.2%

31	C=CCc1ccccc1OCCNCc1ccccc1
32	O=[N+]([O-])c1cccnc1Sc1ccc(Cl)cc1
33	COc1ccccc1N1CCN(C(=O)CSc2nc(C)c(C)c(=O)[nH]2)CC1
34	C/C(=N\NC(=O)C(=O)Nc1c(C)n(C)n(-c2ccccc2)c1=O)c1ccncc1
35	Cc1ccc(NC(=O)C(NC2CCCC2)c2ccccc2)cc1Cl (stereo not given)
36	CCCCc1cc(=O)oc2cc(C)cc(OC(C)C(=O)NCc3cccnc3)c12 (stereo not given)
entry no.,31,32,33,34,35,36
KOR beta-arrestin-1,-6%,-3%,35%,-3%,1%,18%
KOR beta-arrestin-2,4.6%,1.0%,-9.6%,3.0%,13%,-4.3%
NTR1 agonist,1.0,-0.4,0.4,-1.1,8.0,1.8
NTR1 agonist cell count 20 µM,48,83,39,45,39,60
NOD1 inhibition,-4%,-13%,10%,-12%,15%,13%
GPR35 antagonists,-12%,7%,16%,0%,6%,16%
GPR55 antagonists,10%,2%,14%,1%,15%,4%
Rac1 GTP hydrolysis,24%,8%,-2%,7%,4%,13%
UTI89 phage lysis,-0.4%,0.1%,-0.3%,0.8%,-0.3%,-0.2%
GPR55 beta-arrestin,0.0%,-0.1%,1.0%,-0.1%,-0.4%,-0.1%

37	O=S(=O)(NC1CC2CCC1C2)c1ccc(Br)s1 (stereo not given)
38	CCC(CC)NC(=O)Nc1cccc(C)c1C
39	Cc1ccc(OCCOC(=O)c2nc3nccc(C)n3n2)cc1
40	CCOC(=O)c1sc(N(Cc2ccccc2)C(=O)COC(=O)c2cnccn2)nc1C
41	O=[N+]([O-])c1cccc2c3c([nH]c12)CCCC3
entry no.,37,38,39,40,41
KOR beta-arrestin-1,3%,24%,-34%,18%,-39%
KOR beta-arrestin-2,1.5%,1.0%,-0.9%,-4.0%,4.3%
NTR1 agonist,1.2,-1.5,2.4,1.3,2.3
NTR1 agonist cell count 20 µM,76,83,44,38,56
NOD1 inhibition,nt,14%,-40%,-54%,6%
GPR35 antagonists,-8%,9%,8%,5%,5%
GPR55 antagonists,16%,14%,1%,12%,-14%
Rac1 GTP hydrolysis,-7%,3%,1%,4%,4%
UTI89 phage lysis,-0.1%,0.1%,0.0%,-1.4%,0.7%
GPR55 beta-arrestin,0.0%,0.1%,-0.1%,-0.3%,-0.3%

Record cards, from the list above. Screens in order: KOR beta-arrestin-1 | KOR beta-arrestin-2 | NTR1 agonist | NTR1 agonist cell count 20 µM | NOD1 inhibition | GPR35 antagonists | GPR55 antagonists | Rac1 GTP hydrolysis | UTI89 phage lysis | GPR55 beta-arrestin
Profile of O=S(=O)(NC1CC2CCC1C2)c1ccc(Br)s1 (stereo not given) = 3% | 1.5% | 1.2 | 76 | nt | -8% | 16% | -7% | -0.1% | 0.0%
Profile of CCOC(=O)c1sc(N(Cc2ccccc2)C(=O)COC(=O)c2cnccn2)nc1C = 18% | -4.0% | 1.3 | 38 | -54% | 5% | 12% | 4% | -1.4% | -0.3%
Profile of Cc1ccc(OCCOC(=O)c2nc3nccc(C)n3n2)cc1 = -34% | -0.9% | 2.4 | 44 | -40% | 8% | 1% | 1% | 0.0% | -0.1%
